# Insulin prom inh = inhibitors of insulin promoter-driven GFP, primary screen, imaging, TRM-6 cells (human fetal islet line), eGFP reporter, cell count. reporter expression induced with tamoxifen. inhibition, % at 2 µM. 0.9% of 130,000 active. AID 1273, 2008;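 active = inhibition above the mean plus 3 SD, with well images judged a real hit on visual review, cut at about 60% in these data, passing the limit was not always enough; inconclusive = inhibition over the cutoff but images rejected on review; inactive = inhibition not above the cutoff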
# sdo1 growth = growth rescue of sdo1-depleted yeast, primary screen, S. cerevisiae, bone marrow failure model | S. cerevisiae sdo1-depleted JHY4D growth rescue, OD600 30 h; active compounds read high; pdr5 snq2 efflux-pump mutant strain | z-score at 10 µM | 0.21% of 140,000 active | AID 817, 2007;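 active = z-score above 3 at both the 24 hr and the 30 hr optical density reads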;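 note: z-score against mean and SD of all compound wells on the same plate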
# sdo1 growth Rescue 24 h = second read-out of sdo1 growth, no call of its own (marks repeat the call); z-score; S. cerevisiae sdo1-depleted JHY4D growth rescue, OD600; measured here: growth rescue at 24 h;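 0 is the plate mean of compound wells and units are plate SD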
# * = called active by the depositor; ? = inconclusive; . = not tested or not shown; [ ] = another dose, or the depositor's remark. The list is partial; the hit share may differ from the screen's.
SMILES,Insulin prom inh,sdo1 growth,sdo1 growth Rescue 24 h
CCOC(=O)N1CCN(C2CC(=O)N(c3ccccc3)C2=O)CC1 (configuration not stated),15,0.25,-0.05
c1ccc(Nc2nc3ccccc3n3cnnc23)cc1,40,-0.63,-1.2
Cc1cc(NC(=O)CSc2ncnc3ccccc23)no1,.,-0.06,-0.95
CC(=O)N1CCN(c2ccc([N+](=O)[O-])cc2)CC1,33,.,.
c1ccc(-n2cnc3cc(NCc4ccncc4)ccc32)cc1,.,0.61,0.64
CSc1nnnn1-c1cccc(O)c1,27,0.1,0.29
COc1ccc(C(=O)/C=C/c2ccccc2OC)c(OC(=O)c2ccc([N+](=O)[O-])cc2)c1,-25,.,.
S=c1[nH]nc(Cc2ccccc2)n1-c1cccc2ccccc12,-14,-0.58,-0.23
C=CCn1c(COc2cccc3cccnc23)nnc1SCC(=O)O,0,0.65,0.03
Cc1cc(C)nc(Nc2nc3ccccc3[nH]2)n1,7,1.1,0.47
CCOC(=O)C1=C(C)NC(=O)NC1c1ccc(Br)s1 (configuration not stated),-30,0.84,1
CS/C(=C\[N+](=O)[O-])Nc1ccc(C)cc1,54,.,.
CCOc1ccc(-c2nnn(CC(=O)N3CCN(c4ccc(OC)cc4)CC3)n2)cc1OCC,.,-1.2,-1.6
CCC(=O)N1C(C(=O)NCc2ccc(OC)cc2)CSC1c1ccc(OC)cc1 (configuration not stated),.,-0.1,-0.39
CCCn1c(=O)c2ccccc2n2c(SCCOc3ccccc3F)nnc12,19,-2.2,-1.7
O=C(Cc1cccs1)N1CCN(c2nc(-c3ccc(Cl)cc3)cs2)CC1,-25,-1.1,-0.95
COc1ccc(-c2nnc(-c3ccc(OCC(C)C)cc3)o2)cc1,-26,0.94,3.6
Cc1cc(C)n(CCCNC(=O)c2ccc3c(c2)NC(=O)CS3)n1,41,1,1.2
Cc1ccc(NC(=O)C(CC(C)C)NC(=O)C2CCC(C)CC2)nc1 (configuration not stated),-38,-0.02,0.15
CC(C)CC(NC(=O)c1ccccc1NC(=O)c1ccccc1)C(=O)O (configuration not stated),6,.,.
N#C/C(=C\c1cc2ccccc2nc1N1CCOCC1)C(=O)Nc1ccc(N2CCOCC2)cc1,-10,0.68,0.94
c1ccc(-n2ncc3c(N4CCCC4)ncnc32)cc1,.,-1.1[10.3 µM],-0.72
O=C(C1CCN(c2nnnn2-c2ccccc2)CC1)N1CCN(c2ccccc2)CC1,-46,-1.2,-0.47
Cc1ccc(C)c(N2CCN(CC(=O)Nc3ccc4[nH]c(=O)[nH]c4c3)CC2)c1,.,1.1,1
CCOc1cc(CNc2ccccc2SC)ccc1O,-37,-0.08,-1.5
CC(=O)Nc1sc(C)c(C)c1C(=O)Nc1ccc(C)cc1,20,-0.68,-0.05
Cc1ccc(NC(=O)COC(=O)c2cc(Cl)cc(Cl)c2)c(Br)c1,-64,-0.59,1.3
CCOc1ccc(CCNC(=O)Cn2cccc2C(=O)c2ccccc2C)cc1OCC,-50,-0.22,-0.34
O=C(NCCSCc1ccccc1)c1ccc(F)cc1,30,0,-0.51
Cn1c(O)c(N=NC(=O)CNC(=O)c2ccco2)c2ccccc21,.,0.77,0.24
Brc1cccc(C2CC(c3ccccc3)n3nnnc3N2)c1 (configuration not stated),7,-0.64,-0.94
COc1ccc(-c2nc(N)ncc2-c2csc(C)n2)c(O)c1,3,0.74,1.2
O=S1(=O)CC(O)C(NCc2ccco2)C1 (configuration not stated),.,0.66,-0.13
CN(/N=C/c1ccc2c(c1)OCO2)c1ccccc1,-11,-0.63,-0.78
CO/N=C/c1c(C(=O)OC)nn(-c2ccccc2)c1Cl,-40,.,.
COc1cc(/C=N/Nc2ccc(Cl)c(C(=O)O)c2)ccc1OC(=O)c1cccs1,13,.,.
CCOc1cccc(C(=O)NC(=S)Nc2cccc(C)c2)c1,0,-2.1,-1.4
CC1=NN(C(=O)c2nn(C)cc2Br)C(O)(C(F)(F)F)C1 (configuration not stated),17,1.1,0.82
CCN1C(=O)/C(=C2\C=Cc3cc(C)ccc3N2CC)OC1=S,11,0.99,2.9
CN(C)c1nc(N)nc(-c2nc3ccccc3s2)n1,60,-0.53,-0.25
CCOC(=O)N1CCN(C(=S)Nc2ccc(C)cc2)CC1,40,0.04,-0.59
Cn1c(=O)[nH]c(=O)c2c1nc(CN1CCN(c3ccccc3F)CC1)n2CC(N)=O,.,0.88,0.23
CCNC(=S)SCCOc1ccccc1C,-36,-0.99,-0.96
Cc1cc(NC(=O)C(=O)NCCN2CCN(C(=O)c3cccs3)CC2)ccc1Br,67,0.65,0.24
C(=N\Nc1ccc2ccccc2n1)/c1ccc2c(c1)OCCO2,-33,.,.
O=C(Cn1cccc1C(=O)c1ccccc1)NCc1ccco1,-57,-0.08,-0.15
CCOc1cccc(-c2cc(C(=O)NN)[nH]n2)c1,-63,.,.
Cc1ccccc1Cn1cc(NC(=O)c2cc(-c3cccs3)on2)cn1,-73,-1.6,0.47
CCCc1oc2c(c(=O)c1CC)C(=O)CC(C)(C)C2,44,0.81,0.97
O=C1NC(=Nc2ccc(Cl)cc2)SC1Cc1cc(Cl)ccc1Cl (configuration not stated),.,-1.5,-0.61
CCC(C)NC(=O)CN(C)S(=O)(=O)c1ccc2c(c1)c(=O)n(C)c(=O)n2C (configuration not stated),.,0.19,-0.78
CCOC(=O)C(=O)Nc1cc([N+](=O)[O-])ccc1C,0,1.6,2.1
COc1cccc(CC(NC(C)=O)C(=O)NC2CCN(S(=O)(=O)c3ccc(F)cc3)CC2)c1OC (configuration not stated),-12,.,.
O=C(COc1c(CO)cc(Br)cc1CO)NC1CCCc2ccccc21 (configuration not stated),33,.,.
Cc1ccc(-n2nnc3c(=O)n(CC(=O)N4CCCC4)cnc32)cc1,-7,0.09,-0.05
NS(=O)(=O)c1ccc(CCNC(=O)C2CCN(S(=O)(=O)c3ccc(Br)s3)CC2)cc1,26,.,.
Cc1nn(C)c(C)c1Sc1ccccc1N,30,.,.
COc1ccc(/C=C2\SC(=S)N(CCC(=O)NC3=NCCS3)C2=O)cc1OC,.,-0.45,0.58
COc1cccc2cc(C(C)N(CCCN3CCOCC3)C(=O)Nc3ccc(Cl)cc3)oc12 (configuration not stated),.,-2.1,-0.88
COc1ccc(S(=O)(=O)NCC(=O)N(CC(=O)NCC2CCCO2)c2c(C)cccc2C)cc1 (configuration not stated),.,1.2,0.05

# The list continues:
SMILES,Insulin prom inh,sdo1 growth,sdo1 growth Rescue 24 h
Cc1cc(=O)oc2cc(OCC(=O)N3CCN(C(=O)c4ccco4)CC3)ccc12,-9,.,.
O=C(CSc1ncn(-c2ccccc2)n1)Nc1nc2ccccc2s1,37,-1.4,-0.46
COc1ccc(C(=O)CSc2nnc(CN3CCCCC3)n2-c2ccc(Cl)cc2)cc1OC,27,-0.33,-0.01
Cc1ccc(COc2cccc3c2CCN(Cc2ccc(F)cc2)C3=O)cc1,.,-0.34,-0.87
CCOc1cc(/C=C(\C#N)C(N)=O)ccc1OS(=O)(=O)c1ccccc1,7,-1,-0.46
CN(CC(=O)NCc1cccnc1)S(=O)(=O)c1ccc2c(c1)c(=O)n(C)c(=O)n2C,.,3*,3.2*
Cc1ccc(NCCNc2ccc(C)cc2)cc1,.,-0.22,-0.65
O=C(/C=C/c1ccc2c(c1)OCO2)NCCSCc1ccc(Cl)cc1Cl,13,-0.84,1.7
O=C(NCc1cccnc1)c1cn(-c2ccccc2)nc1-c1cccs1,.,0.13,0.06
COc1ccc(NC(=O)c2c(F)c(F)c(F)c(F)c2F)cc1Cl,-347,-0.69,-0.94
COc1cccc(OCC(=O)Nc2ccccc2C(N)=O)c1,-230,0.9,0.97
CCOC(=O)C(C(=O)OCC)C(C)(C)/C(C)=N\Nc1ccc([N+](=O)[O-])cc1[N+](=O)[O-],13,-0.85,-0.86
CCOc1ccc(S(=O)(=O)N(CC(=O)O)c2ccccc2)cc1,34,0.57,0.7
CCCC(=O)c1cc(F)c(N2CCN(C(=O)OCC)CC2)cc1C,.,0.38,1.2
CC(=O)NC1CC2CCCC(C1)N2CC(=O)Nc1ccccc1 (configuration not stated),.,0.71,0.08
COc1cc(-c2nc(-c3ccc(NC(=O)c4ccc5c(c4)OCO5)cc3)no2)cc(OC)c1OC,31,-0.98,1.8
C#CCNC(=O)/C=C/c1ccc(C)cc1,?,0.21,-0.25
COc1cccc(N/C(SCc2ccccc2C)=C(/C#N)C(=O)NCc2cccs2)c1,-106,1.1,1.4
Cc1ccc(Cl)cc1NC(=O)COC(=O)CC(C)(C)C,-82,.,.
O=C(Cn1cc([N+](=O)[O-])cn1)N1CCCc2ccccc21,-29,.,.
Cc1noc(C)c1COc1cccc(C(=O)Nc2ccc(OCc3ccccc3)cc2)c1,26,-0.98,-0.55
CCCOc1ccc(N2C(=O)CC(N(CCc3ccc(S(N)(=O)=O)cc3)C(C)=O)C2=O)cc1 (configuration not stated),-35,0.99,0.54
Cc1cccc(NC(=O)CSc2nnc(-c3ccncc3)n2C)c1,.,1,0.73
NNC(=O)COc1cccc2cccnc12,-370,0.23,-0.51
Cc1ccc(S(=O)(=O)Nc2nc3ccccc3nc2NCc2ccco2)cc1,19,-0.9,-0.02
Cc1[nH]c2ccccc2c1/C=N/NC(=O)C1CC1(c1ccccc1)c1ccccc1 (configuration not stated),-54,-0.49,0.03
Cc1ccc(C(=O)NCC(=O)OC(C)C(=O)Nc2ccc(N(C)C)cc2)s1 (configuration not stated),29,.,.
COc1ccc(OCc2nc(N)nc(Nc3cccc(C)c3C)n2)cc1,.,0.87,1.4
CCCOc1ccc(N2C(=O)CC(N3CCC(C(=O)OCC)CC3)C2=O)cc1 (configuration not stated),9,-1.1,-1
O=C1NC(CCc2ccccc2)C(=O)N1Cc1ccccc1Cl (configuration not stated),.,-1,-1.5
CC1=C(/C=C/C(C)=C/C=C/C(C)=C/C(=O)O)C(C)(C)CCC1,-105,0.85,0.96
CCCOc1ccc(Cn2ccnc2)cc1[N+](=O)[O-],-68,1.4,2.1
O=C(OCCCC(=O)N1CCOCC1)c1ccccc1,18,0.55,0.82
O=C(Nc1ccccc1)O/N=C(\c1ccccc1)c1ccccn1,.,-1.2,-0.14
CCOCCCNC(=O)C(c1ccc(C)cc1)N(Cc1ccc2c(c1)OCO2)C(=O)CNC(C)=O (configuration not stated),-47,0.46,0.43
Cc1cccc(C(=O)Nc2ncc(CN3CCOCC3)s2)c1,-414,1.3,1.5
CC1Cc2ccccc2N1C(=O)c1cc2sccc2n1Cc1ccccc1 (configuration not stated),-114,0.19,0.24
Cc1ccc(NC(=S)NCCc2ccccc2)c(C)c1,22,-0.7,-0.61
Cc1cc2oc(C(=O)N(Cc3ccco3)C3CCS(=O)(=O)C3)cc(=O)c2cc1Cl (configuration not stated),.,0.59,-0.16
O=S(=O)(NCCc1cn2ccccc2n1)c1cccs1,.,0.85,0.72
Cc1ccc(CNC(=O)CSc2c3c(nc4ccc(Cl)cc24)CCCC3)o1,.,-1.1,0.02
COC(=O)C1=C(CSc2nncn2C)NC(=O)NC1c1cc(C)ccc1C (configuration not stated),-5,0.88,0.47
CCC(C)OC(=O)c1[nH]c2c(c1C)C(=O)CC(c1ccc(N(C)C)cc1)C2 (configuration not stated),-43,-0.18,0.49
NC(=O)c1ccc(-n2nnnc2SCc2ccccc2)cc1,.,1.7,2.5
NS(=O)(=O)c1ccc(NC(=O)/C=C/c2ccccc2[N+](=O)[O-])cc1,50,.,.
COc1ccc(C(=O)Nc2ccc(SC(F)F)cc2)cc1,-14,-0.15,-0.28
Cc1cccc(NC(=O)CSc2nc(N)c(NC(=O)c3cccs3)c(=O)[nH]2)c1,-25,1.1,0.03
O=C(Nc1ccc(F)cc1)Nc1nnc(-c2ccco2)s1,-18,.,.
O=C(O)c1cc2c(o1)CCC/C2=N\O,-30,1.2,1.1

# Compounds shown so far that contain a Cl atom (13):
SMILES,Insulin prom inh,sdo1 growth,sdo1 growth Rescue 24 h
O=C(Cc1cccs1)N1CCN(c2nc(-c3ccc(Cl)cc3)cs2)CC1,-25,-1.1,-0.95
Cc1ccc(NC(=O)COC(=O)c2cc(Cl)cc(Cl)c2)c(Br)c1,-64,-0.59,1.3
CO/N=C/c1c(C(=O)OC)nn(-c2ccccc2)c1Cl,-40,.,.
COc1cc(/C=N/Nc2ccc(Cl)c(C(=O)O)c2)ccc1OC(=O)c1cccs1,13,.,.
O=C1NC(=Nc2ccc(Cl)cc2)SC1Cc1cc(Cl)ccc1Cl (configuration not stated),.,-1.5,-0.61
COc1cccc2cc(C(C)N(CCCN3CCOCC3)C(=O)Nc3ccc(Cl)cc3)oc12 (configuration not stated),.,-2.1,-0.88
COc1ccc(C(=O)CSc2nnc(CN3CCCCC3)n2-c2ccc(Cl)cc2)cc1OC,27,-0.33,-0.01
O=C(/C=C/c1ccc2c(c1)OCO2)NCCSCc1ccc(Cl)cc1Cl,13,-0.84,1.7
COc1ccc(NC(=O)c2c(F)c(F)c(F)c(F)c2F)cc1Cl,-347,-0.69,-0.94
Cc1ccc(Cl)cc1NC(=O)COC(=O)CC(C)(C)C,-82,.,.
O=C1NC(CCc2ccccc2)C(=O)N1Cc1ccccc1Cl (configuration not stated),.,-1,-1.5
Cc1cc2oc(C(=O)N(Cc3ccco3)C3CCS(=O)(=O)C3)cc(=O)c2cc1Cl (configuration not stated),.,0.59,-0.16
Cc1ccc(CNC(=O)CSc2c3c(nc4ccc(Cl)cc24)CCCC3)o1,.,-1.1,0.02
